Source: PubChem
A549 tox: A549 cytotoxicity, counter-screen for Nrf2 inhibitors. 390,000 compounds, 0.16% hits. Potency, µM (series often up to 46 µM), inactives show at the top dose activity change, negative = cytotoxicity, hits mostly inhibitors. AID 504648. A549 ARE-Fluc cells, CellTiter-Fluor viability, 18-24 h; note: potency is the fitted concentration of half-maximal effect; % is set by controls: 0 for no effect and ±100 for the full control effect
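A549 ARE-Fluc cells in 5% FBS OPTI-MEM, 5000 cells/well, rested 2 h then exposed to compounds in concentration-response for 18-24 h at 37 °C. Viability by CellTiter-Fluor fluorescence (Ex 405/Em 525) after 30 min; luciferase luminescence (BugLite, 15 min, RT) read afterwards.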
HepG2 tox: HepG2 cytotoxicity, counter-screen for TGF-b inhibitors. HepG2 CAGA-GFP viability, ATP luminescence, 18 h. Potency, µM (top dose mostly 46.1 µM), for the others: at the highest dose activity change, negative = cytotoxicity, most hits filed as cytotoxic. 410,000 compounds, 0.76% hits; note: potency is the fitted concentration of half-maximal effect; some results filed as inactive show a strong effect at the top dose
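CellTiter-Glo luminescence gave cytotoxicity after 18 hours at 37 degrees C. The cells were HepG2 CAGA-GFP in 1% FBS DMEM, stimulated with 500 pg/mL TGF-beta after compound addition. %Activity was normalised to no-cell wells (complete cell-killing) and DMSO (no toxicity), and curves were fitted and classified.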
TGFb SMAD3 inh: TGF-b pathway inhibition; HepG2 CAGA-GFP TGF-b/SMAD3 reporter, GFP fluorescence, 18 h; TGF-beta stimulated, 500 pg/mL final; Potency, µM (doses to about 46.1 µM), for inactives: at the highest dose activity, negative = inhibition, usual class: inhibitors; 410,000 compounds, 1.2% hits; note: potency is the fitted concentration of half-maximal effect; % is set by controls: 0 for no effect and ±100 for the full control effect; nearly all actives have a fitted effect of over 65% in size
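Per well, imaged GFP fluorescence of HEPG2 CAGA-GFP cells gives the signal; cells get compound, then TGF-beta (500 pg/mL final), 18 h at 37 degrees C; %Activity versus -TGF-beta and +DMSO controls.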
IL-2 act: IL-2 activation; activation, % (series mostly up to about 46 µM); IL-2 activation reporter assay, cell-based qHTS; stimulated with anti-CD3/CD4/CD28 beads; in transgenic mouse T cells; AID 652025; 360,000 compounds, 0.065% hits; in the data active = activation above about 50%; inconclusive = mostly about 30% to 49%; note: 0% is about no effect
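Unstimulated transgenic mouse T cells; 60-min compound exposure; bead-based TCR/CD4/CD28 stimulation; 18 h culture, 37 degrees C; dual fluorescence (EGFP, DsRed) plate cytometry.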
Nrf2 inh: blocks Nrf2 signaling; Potency, µM (highest dose often 46 µM), without a hit: at the highest dose activity change, negative = inhibition, hits mostly inhibitors; A549 ARE-Fluc reporter, luciferase luminescence, 18-24 h; 360,000 compounds, 2.1% hits; note: potency is the fitted concentration of half-maximal effect; % is set by controls: 0 for no effect and ±100 for the full control effect; nearly all actives have a fitted effect of over 60% in size
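Cells were seeded and rested 2 h, then exposed to compounds for 18-24 h. CellTiter-Fluor was read first as a viability measure. BugLite was added 15 min before the final luminescent read of ARE-luciferase activity in A549 cells.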
ATXN2 expr inh: reduces ATXN2 reporter expression in HEK-293 cells | HEK-293 ATXN2-luciferase reporter, luminescence, 24 h | Potency, µM (titrated, usually from 57 µM), for inactives: at the highest dose activity change, negative = inhibition, usual class: inhibitors | 360,000 compounds, 0.72% hits | AID 1745845; note: potency is the fitted concentration of half-maximal effect; % is set by controls: 0 for no effect and ±100 for the full control effect; nearly all actives have a fitted effect of over 55% in size
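qHTS (up to 57 uM final) was run with 24 h compound exposure of reporter cells at 37 °C. Each well was multiplexed: SteadyGlo luminescence measured ATXN2-luciferase expression after a fluorogenic Gly-Phe-AFC viability readout (25 uM final).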
Nrf2 activator: Nrf2 pathway activation; AID 624171; Potency, µM (series often up to 46.1 µM), for inactives: top-dose activation, most hits filed as activators; 410,000 compounds, 0.31% hits; AREc32 ARE-luciferase reporter (MCF7-derived line), luminescence, 24 h; note: potency is the fitted concentration of half-maximal effect; % of control where 0% means no effect; nearly all actives have a fitted effect of over 65% in size
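Luminescent ARE reporter assay in AREc32_Fluc cells: overnight plating at 37 deg C, 24 hr compound incubation, Steady-Glo added, 30 min RT before reading.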
S2 tox: viability counter-screen for ATXN expression inhibitors; S2 cells (HEK-293 line with an ATXN2-luciferase reporter) viability, CellTiter-Fluor protease fluorescence, 24 h; Potency, µM (titrated, usually from 56.7 µM), hits mostly cytotoxic; 400,000 compounds, 0.49% hits; AID 651635; note: potency is the fitted concentration of half-maximal effect; nearly all actives have a fitted effect of over 40% in size
EPAC2 ag: EPAC2 (human) agonism; Potency, µM (titrated, usually from 154 µM), inactives show at the highest dose activation, most hits filed as activators; 360,000 compounds, 0.079% hits; AID 720711; EPAC2 activation, biochemical qHTS; response scale: 100% = 6.5 mM cAMP response; Q8WZA2; note: potency is the fitted concentration of half-maximal effect; nearly all actives have a fitted effect of over 50% in size
Target sequence (Q8WZA2 whole entry, looked up): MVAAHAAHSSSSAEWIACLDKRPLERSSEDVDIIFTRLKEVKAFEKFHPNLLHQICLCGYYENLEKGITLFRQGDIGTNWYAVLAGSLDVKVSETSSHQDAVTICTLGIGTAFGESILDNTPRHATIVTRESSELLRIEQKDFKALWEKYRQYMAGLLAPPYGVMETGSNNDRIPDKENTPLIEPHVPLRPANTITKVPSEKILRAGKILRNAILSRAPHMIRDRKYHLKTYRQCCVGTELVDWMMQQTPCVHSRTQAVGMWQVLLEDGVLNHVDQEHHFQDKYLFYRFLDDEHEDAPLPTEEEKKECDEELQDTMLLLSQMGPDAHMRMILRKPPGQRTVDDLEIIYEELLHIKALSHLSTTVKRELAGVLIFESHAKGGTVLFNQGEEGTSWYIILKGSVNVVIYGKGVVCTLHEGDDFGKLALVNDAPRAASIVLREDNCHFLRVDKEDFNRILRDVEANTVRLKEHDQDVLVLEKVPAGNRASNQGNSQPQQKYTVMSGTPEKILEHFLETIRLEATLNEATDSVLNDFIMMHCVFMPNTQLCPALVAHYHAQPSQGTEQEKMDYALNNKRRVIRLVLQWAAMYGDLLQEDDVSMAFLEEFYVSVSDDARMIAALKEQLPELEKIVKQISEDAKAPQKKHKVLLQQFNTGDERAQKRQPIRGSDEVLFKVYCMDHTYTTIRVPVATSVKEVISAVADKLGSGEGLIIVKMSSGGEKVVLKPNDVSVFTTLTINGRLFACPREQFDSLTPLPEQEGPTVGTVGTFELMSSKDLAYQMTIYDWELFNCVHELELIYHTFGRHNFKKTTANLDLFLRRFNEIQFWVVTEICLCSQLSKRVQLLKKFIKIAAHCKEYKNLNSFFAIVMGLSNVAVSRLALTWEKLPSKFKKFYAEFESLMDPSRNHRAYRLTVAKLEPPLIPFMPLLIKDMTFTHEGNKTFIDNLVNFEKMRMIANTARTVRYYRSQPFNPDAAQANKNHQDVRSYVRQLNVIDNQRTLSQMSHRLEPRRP
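Exchange assay: 100 nM EPAC2 with 250 nM Rap1B-BODIPY-GDP and 50 uM GDP. Fluorescence (ex 480/em 540 nm) read every 5 min for 30 min at room temperature. Data normalized to 6.5 mM cAMP as agonist control.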
Active calls of the source: *; i = inactive; ? = inconclusive; nt = no result given; & = joins results of further samples. Unless noted, calls come from the whole dose curve; as a rule, active = well fitted curve in the direction sought with a large enough effect; inconclusive = small, poorly fitted or top-dose-only effect, or another doubt; inactive = no such curve, though single readings can be large; an effect the other way counts as inactive or inconclusive.

SMILES | A549 tox | HepG2 tox | TGFb SMAD3 inh | IL-2 act | Nrf2 inh | ATXN2 expr inh | Nrf2 activator | S2 tox | EPAC2 ag
COc1ccc(CCNC(=O)CC(c2ccccc2)c2cccc(C)c2O)cc1OC (stereo not given) | -5.4% | -19.1% | ? | -3.9 | ? | -31.2% | 2.3% | i | 6.3%
O=C(NC1CCCC1)c1cc2c(=O)n3ccccc3nc2s1 | 0.8% | -11.5% | -3.9% | 0.2 | ? | nt | 5.0% | nt | 12.3%
CCc1nn(Cc2ccc(Cl)cc2)c(=O)c2cc3cc(C)ccc3n12 | 0.0% | -20.5% | ? | nt | -19.5% | 15.5% | -0.1% | i | nt
Cc1cccc(NC(=S)N(CCCN2CCOCC2)C(C)c2cc3ccccc3o2)c1 (stereo not given) | -3.7% | 26.3% | 1.1% | 0.5 | -2.1% | nt | -0.1% | i | 27.5%
COc1ccccc1OCC(=O)N(Cc1nc(-c2ccccc2)no1)C(C)C | -12.0% | -15.0% | 16.8% | -0.4 | 13µM* | ? | 2.2% | i | 8.8%
O=C1CC(c2ccncc2)c2cc3c(cc2N1)OCO3 (stereo not given) | 1.7% | 10.0% | 3.1% | 0.5 | nt | -9.2% | -0.3% | i | 7.2%
Cc1[nH]c(C)c(S(=O)(=O)NCCc2ccccc2)c1C(=O)N1CCCCC1 | -1.1% | -11.5% | 3.2% | -1.8 | 14.3% | 8.0% | -0.3% | i | 1.5%
CC1Sc2ccc(S(=O)(=O)CCC(=O)NCc3ccccc3Cl)cc2NC1=O (stereo not given) | 1.0% | 2.1% | -15.1% | -1.2 | -8.6% | -22.3% | 3.3% | i | 7.9%
O=C(COC(=O)C1(c2ccccc2F)CCCC1)N1CCc2ccccc21 | -1.9% | 0.4% | -29.2% | 0.2 | 14.7% | -0.5% | 0.1% | i | 1.3%
Cc1c(Cl)cccc1Nc1ccccc1C(=O)O | -7.3% | 7.5% | 0.5% | 0.1 | 17.5% | 15.3%&8.2% | 0.2% | i | 1.2%
CCOC(=O)C1/C(=N\O)CC(C)(O)C(C(=O)OCC)C1c1ccc(N(C)C)cc1 (stereo not given) | -4.6% | -8.6% | 35.3% | 0.6 | 1.4% | -6.7% | -0.4% | i | 12.8%
COc1ccc(N)cc1NC(=O)CN1CCOCC1 | nt | -46.5% | -2.7% | -4.2 | nt | nt | -1.4% | i | 13.0%
CCOC(=O)CSc1nnc(CNc2ccccc2Cl)n1-c1ccccc1 | -17.0% | -15.8% | 0.0% | -2.4 | 0.7% | -8.6% | 0.0% | i | 6.3%
COc1ccc(NC(=O)CN2C(=O)NC(C)(C3CCCCC3)C2=O)c(OC)c1 (stereo not given) | 0.5% | 1.4% | -5.7% | -0.7 | 3.7% | -7.2% | -0.8% | ? | 20.5%
CN1CCN(/N=C/c2ccc(-c3ccccc3)cc2)CC1 | -0.2% | -21.3% | 6.1% | -0.7 | ? | -10.8% | 3.8% | i | 13.9%
COc1cccc(CNC(=O)c2ccc3nc[nH]c3c2)c1 | 1.4% | -8.0% | -3.9% | -0.6 | 5.0% | 10.5% | 0.5% | i | 5.9%
O=C(N/N=C/c1ccco1)c1ccc(NC(=O)C2CCCCC2)cc1 | 1.9% | 4.5% | 0.4% | -1.3 | -3.6% | -9.7% | -0.2% | i | 2.2%
CCOC(=O)c1ccc[n+](CC(=O)c2ccccc2)c1 | -0.6% | 8.3% | -2.1% | -0.2 | 14.8% | 2.3% | -0.6% | i | -3.0%
CCc1nc2c(=O)[nH]cnc2o1 | nt | -8.7% | -1.1% | -2.1 | nt | nt | -0.1% | i | 7.7%
CCCCCc1c(-c2ccc(Br)cc2)ncn1CCc1ccccc1OC | nt | nt | nt | -0.9 | nt | -23.2% | -1.6% | ? | 5.5%
O=C(NC1CCCCC1)C(c1ccncc1)N(Cc1ccccc1)C(=O)c1ccc(-c2ccccc2)[nH]1 (stereo not given) | nt | -13.1% | ? | -2.7 | ? | -35.8% | 8.3% | ? | 9.1%
O=C(Nc1ccc(Br)cc1)N1CCCC(O)C1 (stereo not given) | 1.2% | 1.6% | 1.0% | -0.5 | ? | -3.8% | -0.3% | i | 7.3%
O=C(COC(=O)c1ccc([N+](=O)[O-])o1)NCc1ccc(F)cc1 | -17.4% | -25.7% | -16.5% | -0.2 | -17.9% | -2.0% | 21.0% | i | 6.7%
Cc1ccc(-c2nnc(Nc3cccc(Br)c3)c3ccccc23)cc1S(=O)(=O)N1CCCCC1 | 0.1% | -14.3% | -10.5% | nt | -2.8% | 1.8% | -0.6% | i | nt
c1cncc(CNc2nc(N3CCOCC3)nc(N3CCOCC3)n2)c1 | 3.4% | 0.5% | -8.4% | -0.2 | 1.2% | -0.4% | -0.3% | i | 4.9%
SMILES | A549 tox | HepG2 tox | TGFb SMAD3 inh | IL-2 act | Nrf2 inh | ATXN2 expr inh | Nrf2 activator | S2 tox | EPAC2 ag
CCOC(=O)c1ccc(CNC(=O)Cn2nnc(-c3ccccc3F)n2)o1 | 7.0% | -8.5% | 0.6% | -0.4 | 3.5% | 2.2% | -0.4% | i | -2.2%
OC(COc1ccc(Br)cc1)CN1CCOCC1 (stereo not given) | -8.1% | 2.82µM* | 2.1% | 2.1 | -3.8% | 5.6% | -1.3% | i | 7.9%
N#CC1=C2SCN(C3CCCCC3)CN2C(=O)CC1c1ccc(F)cc1 (stereo not given) | 1.2% | -28.8% | -16.2% | nt | 7.9% | 14.1% | -1.3% | ? | nt
CN(CC(=O)Nc1cccc(F)c1)C(=O)c1ccc(C(=O)c2ccccc2)cc1 | -4.1% | -7.0% | 14.3% | -3.7 | ? | -18.7% | -0.1% | i | 14.8%
CSCC[C@@H](Nc1nc(-c2ccccc2)nc2c1oc1ccccc12)C(=O)O | 8.6% | -31.2% | ? | -3.5 | nt | 18.7% | ? | i | -5.2%
O=C1NCCCC1(c1ccccc1)c1ccccc1 | nt | -88.7% | 9.4% | -0.2 | nt | nt | 0.1% | i | -1.8%
CCn1c(SCC(=O)Nc2cccnc2Cl)nnc1-c1ccccc1 | 2.2% | 0.5% | ? | 1.1 | 5.8% | -7.8% | 0.3% | ? | 3.9%
O=S(=O)(Nc1cccnc1)c1ccccc1 | -4.3%&-0.3% | 6.2%&-2.5% | 8.6%&5.9% | -2.1 | 18.2%&7.0% | -15.1% | -0.3% | i | 2.3%
CCOC(=O)C1CCCN(S(=O)(=O)c2ccc(-c3cc(C)no3)s2)C1 (stereo not given) | 16.0% | -2.2% | -4.0% | -1.7 | 2.9% | -2.5% | -0.5% | i | 18.7%
S=c1[nH]nc(-c2cc(-c3ccco3)[nH]n2)n1-c1cccc2ccccc12 | -4.3% | -18.8% | ? | -2.1 | ? | ? | 2.1% | i | 8.0%
CSc1ccc(/C=N/NC(=O)c2ccc(C)c(C)c2)cc1 | -10.4% | 10.3% | -3.5% | -3.3 | -22.2% | 10.4% | -0.3% | i | -6.8%
CCOC(=O)C1CCN(c2ncnc3c2nnn3Cc2ccccc2Cl)CC1 | 0.3% | 12.6% | 0.6% | 1.2 | -3.2% | 6.5% | 0.1% | i | 15.1%
O=C(CCOc1ccccc1)N(Cc1cccnc1)c1nc2c(Cl)cccc2s1 | 14.4% | 12.6µM* | ? | nt | nt | nt | 30.7% | nt | nt
COc1cc(NC(=O)c2ccc(-c3ccc(F)c(F)c3)c3ccoc23)cc(OC)c1OC | nt | -60.2% | -3.7% | -0.4 | nt | -23.2% | -0.4% | ? | 8.0%
CCOc1ccc2oc(C(=O)N(Cc3nnc(-c4ccccc4Cl)o3)C3CC3)c(C)c2c1 | -14.2% | -26.6% | -28.0% | -6.0 | ? | -7.0% | 0.2% | i | 8.1%
COc1ccc(N2CCN(C(=O)Nc3cccc(C(F)(F)F)c3)CC2)cc1 | -17.8%&-13.0% | -27.2%&-18.4% | -28.1%&-7.2% | -0.6 | 20.6µM* | -30.5%&-22.3% | -0.3%&0.1% | i | -0.8%
Cc1ccc(NC(=O)COc2ccccc2C(=O)NCCc2ccccc2)cc1 | -2.2% | 2.5% | -2.0% | 1.7 | 1.3% | nt | 4.0% | ? | 9.1%
Cc1ccc(NC(=O)Cn2cc3c(n2)CCCC3)c(C)c1 | 5.0% | -16.0% | -3.7% | nt | -6.0% | -1.1% | 0.6% | i | nt
Nc1sc(-c2ccccc2)n[n+]1Cc1cccc2cccnc12 | 0.0% | -126.7% | ? | 0.0 | -8.8% | nt | 3.4% | ? | 3.4%
COc1cccc(/C=C/C(=O)OCC(=O)N2CCCC2)c1OC | 0.1% | -14.3% | -0.5% | -0.6 | ? | 10.4% | ? | i | -0.4%
CN1CCN(CC(=O)Nc2ccc(S(=O)(=O)N(C)C)cc2)CC1 | 0.0% | -17.6% | ? | -1.4 | -6.8% | -13.1% | -0.4% | i | 11.4%
CCOc1ccccc1N1CCN(C(=O)c2ccccc2)CC1 | -1.3% | -5.3% | -8.0% | -1.0 | 1.9% | 3.3% | -0.2% | i | -0.3%
CCOC(=O)c1ccc(NCCOC)c([N+](=O)[O-])c1 | -7.4% | 0.2% | 0.0% | 0.9 | 12.1% | 27.0% | 4.4% | i | 5.2%

Record cards (already shown). Screens in order: A549 tox | HepG2 tox | TGFb SMAD3 inh | IL-2 act | Nrf2 inh | ATXN2 expr inh | Nrf2 activator | S2 tox | EPAC2 ag
N#CC1=C2SCN(C3CCCCC3)CN2C(=O)CC1c1ccc(F)cc1 (stereo not given) across the screens: 1.2% | -28.8% | -16.2% | nt | 7.9% | 14.1% | -1.3% | ? | nt
COc1cc(NC(=O)c2ccc(-c3ccc(F)c(F)c3)c3ccoc23)cc(OC)c1OC across the screens: nt | -60.2% | -3.7% | -0.4 | nt | -23.2% | -0.4% | ? | 8.0%
